# Source: PubChem (several laboratories)
# Ecoli viability = counter-screen for AddAB inhibitors: E. coli growth inhibition. E. coli V3065 growth, OD600 absorbance, 18 h. inhibition, % at 11.9 µM. 330,000 compounds, 0.27% hits;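 active means inhibition above the campaign's mean inhibition across all tested compounds plus 3 SD, cut at about 9.9% in these data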;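 further: uninfected addAB+ strain grown without phage in ampicillin broth; 0% = DMSO wells and 100% = ciprofloxacin 0.95 µg/ml wells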
# AddAB inh = less growth of phage-infected E. coli with AddAB; E. coli expressing H. pylori AddAB, absorbance growth; AID 435030; 330,000 compounds, 0.29% hits; inhibition, % at 11.9 µM; in the data active means inhibition above about 12%;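 further: 0% = vehicle wells of infected cells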
# SR-BI uptake up = SR-BI HDL lipid transfer activation; 320,000 compounds, 0.096% hits; CHO ldlA[mSR-BI] cells, DiI-HDL uptake fluorescence, 3 h; 100 = double the neutral-control signal; activation, % at 12.5 µM;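 active means mean replicate activation of at least 60% and every replicate at or above 60%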;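 further: 0% = median plate neutral-control signal and 100% = twice that signal; values of inactives mirror those of a sister screen read the other way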
#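 System: LDL receptor-deficient CHO ldlA cells overexpressing murine SR-BI | Timing: 3 h uptake period with compound, 37 °C | Medium: HEPES-buffered (25 mM, pH 7.4) F12 plus 0.5% BSA | Dosing: Single-point compound dose | Signal: Bottom-read fluorescence, 550/595 nm | Read-out: Retained DiI signal reflecting DiI-HDL uptake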
# CAL PDZ FP-1 = CAL PDZ (human) peptide binding inhibition; Q9HD26; purified CAL PDZ, TMR-peptide fluorescence polarization, 1 h; 300,000 compounds, 0.92% hits; AID 602252; inhibition, % at 24.9 µM;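 active means mean inhibition of at least 30% with at least half of replicates also reaching 30%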;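 further: 0% = DMSO neutral control and 100% = excess unlabeled competitor peptide PRC23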
# Wnt act = activates Wnt/beta-catenin signaling in a reporter cell assay | activation, % at 9.35 µM | 300,000 compounds, 1.2% hits | AID 743398 | activator, plate reader; in the data active means activation above about 30%, passing the limit was not always enough;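 further: 0% = neutral control wells and 100% = positive control wells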
# phage Ecoli inh = E. coli growth loss with phage present | AID 651602 | growth absorbance | 360,000 compounds, 0.26% hits | inhibition, % at 11.9 µM; in the data active means inhibition above about 11%
# MITF TRPM1 HTS = MITF TRPM1 promoter activation in melanoma cells; activation, % at 12.5 µM; AID 588334; 300,000 compounds, 0.75% hits; SK-MEL-5 TRPM1-promoter luciferase, 24 h; % of positive control, neutral wells = 0;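 active means mean activation of at least 80% with every replicate also reaching 80%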;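 further: 0% = neutral control wells and 100% = parthenolide positive control wells; values of inactives mirror those of a sister screen read the other way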
# Tat transport = inhibitors of E. coli Tat protein transport; 340,000 compounds, 0.036% hits; AID 488895; E. coli MC4100 TorA-mCherry Tat export, fluorescence; inhibition, % at 10 µM;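 active means mean replicate inhibition at least 50% and at least half of replicates individually reaching 50%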;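 further: exported cargo escapes ClpAP degradation while cytoplasmic cargo is degraded and loses fluorescence; 0% = median of neutral control wells and 100% = median of NaSCN control wells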
# CAL PDZ FP-2 = human CAL PDZ-peptide interaction inhibition. Q9HD26. purified CAL PDZ, TMR-peptide fluorescence polarization, 1 h. inhibition, % at 20 µM. 330,000 compounds, 0.02% hits. AID 504414;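 active means highest replicate inhibition of at least 40%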;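 further: plate controls were DMSO neutral control wells for no effect and unlabeled competitor peptide control wells for full effect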
#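 material = purified tagged CAL PDZ domain construct (CerCALP) | buffer or medium = sodium phosphate/NaCl buffer pH 7.4 with TCEP, IgG, Thesit | reagent = TMR-labelled reporter peptide T*-PRC34 bound in PDZ groove | incubation = 1 h room-temperature incubation prior to read | measured by = fluorescence polarization (mP) | evaluation = percent inhibition from loss of millipolarization | control set = unlabelled peptide and DMSO controls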
# SR-BI DiI inh = inhibitors of mouse SR-BI mediated HDL lipid uptake | ldlA[mSR-BI] CHO cells, DiI-HDL uptake fluorescence, 3 h | Q61009 | 320,000 compounds, 0.96% hits | AID 488896 | inhibition, % at 12.5 µM;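 active means mean replicate inhibition of at least 70% and a set share of replicates each scoring 70 or more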;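 further: 0% = median of neutral control wells and 100% = median of positive control wells; values of inactives mirror those of a sister screen read the other way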
# Target sequence (Q61009 whole entry, looked up): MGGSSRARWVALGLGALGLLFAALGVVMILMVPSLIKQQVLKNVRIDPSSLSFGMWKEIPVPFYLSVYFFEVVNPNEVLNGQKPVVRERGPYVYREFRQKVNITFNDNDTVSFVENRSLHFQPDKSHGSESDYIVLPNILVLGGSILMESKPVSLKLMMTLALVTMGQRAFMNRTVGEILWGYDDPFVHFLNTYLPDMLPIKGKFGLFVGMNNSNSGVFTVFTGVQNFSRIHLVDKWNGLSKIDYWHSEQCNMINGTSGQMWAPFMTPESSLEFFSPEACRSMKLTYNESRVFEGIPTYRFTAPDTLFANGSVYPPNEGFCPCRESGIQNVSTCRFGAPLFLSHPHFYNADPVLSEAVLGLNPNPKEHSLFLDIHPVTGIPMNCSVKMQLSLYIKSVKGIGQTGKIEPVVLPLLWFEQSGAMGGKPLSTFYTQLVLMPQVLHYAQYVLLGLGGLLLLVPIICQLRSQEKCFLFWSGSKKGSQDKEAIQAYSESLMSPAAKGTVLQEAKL
# * marks the source's active call; other numbers are inactive results; nt = no result given.
structure	Ecoli viability	AddAB inh	SR-BI uptake up	CAL PDZ FP-1	Wnt act	phage Ecoli inh	MITF TRPM1 HTS	Tat transport	CAL PDZ FP-2	SR-BI DiI inh
CC(Nc1nc(N2CCN(S(C)(=O)=O)CC2)nc2ccccc12)c1ccccc1 (stereo not drawn)	-0.7	-1.4	-54	-1	-4	1.9	1	-1	-1.6	54
Cc1cc(C)c(C(=O)Nc2cccc(F)c2)c(Cl)n1	0.0	3.7	-4	-2	0	3.8	5	-6	-5.2	4
CSCCC(NC(=O)COc1ccccc1)C(=O)NC1CCC(C)CC1 (stereo not drawn)	2.3	3.0	18	3	1	-0.1	4	-1	-0.7	-18
Cc1cc(NC(=O)C2CCCN2C(=O)Nc2cccc(Cl)c2)ccc1-n1cnnn1 (stereo not drawn)	0.8	0.9	-63	-2	-1	2.2	-29	-4	-2.4	63
CN1CCCN(C(=O)c2ccc(Cl)s2)CC1	3.0	1.0	22	-3	-5	-0.6	-2	7	-1.7	-22
c1coc(CNc2c3c(nc4ccccc24)CCC3)c1	-1.7	0.2	-17	3	nt	1.9	-4	4	-1.9	17
CCC(C)C(NC(=O)C1CCC(C)CC1)C(=O)NC(C(=O)OC)C(C)C (stereo not drawn)	-1.6	2.0	0	nt	1	1.9	nt	-4	-0.5	0
Nc1c(N2CCCCC2)c2ccccc2oc1=O	1.1	-0.8	-10	-1	nt	3.4	12	-2	0.2	10
CCC(=O)N1c2ccc(S(=O)(=O)CCC(=O)NCc3ccc4c(c3)OCO4)cc2CC1C (stereo not drawn)	-1.2	-0.6	19	-2	nt	-1.4	7	-1	-3.9	-19
O=C(NCC1CCCO1)c1nc2c(nnn2Cc2ccc(F)cc2)c(=O)[nH]1 (stereo not drawn)	2.2	-1.5	16	nt	nt	3.5	-4	2	0.2	-16
c1ccc2oc(-c3csc(N4CCOCC4)n3)cc2c1	0.6	1.7	-22	0	2	0.1	73	-12	0.1	22
CN1C(=O)c2cccc(NC(=O)C3CCCCC3)c2C1=O	-1.6	-1.0	-3	nt	-4	3.6	0	0	-0.7	3
Cc1ccc(/C=N/N(Cc2ccccc2)c2ccccc2)o1	2.1	1.1	16	1	-5	3.5	6	-7	-1.2	-16
C=CCNC(=O)/C(=C\C=C\c1ccccc1)NC(=O)c1ccccc1Cl	0.4	-1.4	-33	-1	nt	2.6	8	-5	-1.2	33
O=C1CCc2cc(S(=O)(=O)NCc3ccccc3Cl)cc3c2N1CC3	-0.8	1.8	-32	5	1	6.1	-2	-6	-2.1	32
CCn1cc(CNC(=O)c2cc(Cl)ccc2OC)c(C)n1	0.0	0.7	-3	-2	3	1.0	-9	2	nt	3
CSc1ccc(CN(C)C(=O)C2CCN(C(=O)Nc3ccccc3)CC2)cc1	0.2	0.4	-47	-4	1	3.2	-1	2	-1.4	47
CCN1CCN(CC(=O)c2ccc(C)cc2)CC1	-2.2	-1.1	2	-4	-12	-2.2	6	-2	-0.5	-2
Clc1ccc(Cn2nnc(-c3ccc(CN4CCOCC4)cc3)n2)cc1	3.3	1.1	10	-1	-10	5.0	nt	-11	-1.9	-10
Cc1nnc(SCC(=O)NCc2ccc(Cl)cc2)[nH]c1=O	-1.9	1.5	7	-2	nt	-1.2	-6	-2	1.7	-7
O=C(N/N=C/c1ccoc1)c1cc(O)cc(O)c1	-1.4	5.1	-2	-2	-1	2.7	6	-7	-0.8	2
COc1ccc(NC(=O)CCCn2c(=O)oc3ccccc32)cc1Cl	0.2	0.7	27	2	17	0.0	154*	17	-1.4	-27
COc1cccc(NC(=O)c2cccc(N3C(=O)C4C5C=CC(C5)C4C3=O)c2)c1 (stereo not drawn)	1.2	3.7	-22	-4	0	3.1	4	21	-2.0	22
COc1cc(NC(=O)CSc2nnc3c(n2)[nH]c2ccc(S(=O)(=O)NC(C)C)cc23)cc(OC)c1OC	0.0	0.8	-20	nt	0	0.5	nt	-4	0.5	20
CC(NC(=O)c1ccc(S(C)(=O)=O)cc1)c1cccc2ccccc12 (stereo not drawn)	1.4	1.5	-3	-2	2	0.8	9	4	-3.7	3

# 4 of the compounds above, with each value named.
C=CCNC(=O)/C(=C\C=C\c1ccccc1)NC(=O)c1ccccc1Cl
- Ecoli viability: 0.4
- AddAB inh: -1.4
- SR-BI uptake up: -33
- CAL PDZ FP-1: -1
- Wnt act: nt
- phage Ecoli inh: 2.6
- MITF TRPM1 HTS: 8
- Tat transport: -5
- CAL PDZ FP-2: -1.2
- SR-BI DiI inh: 33

O=C1CCc2cc(S(=O)(=O)NCc3ccccc3Cl)cc3c2N1CC3
- Ecoli viability: -0.8
- AddAB inh: 1.8
- SR-BI uptake up: -32
- CAL PDZ FP-1: 5
- Wnt act: 1
- phage Ecoli inh: 6.1
- MITF TRPM1 HTS: -2
- Tat transport: -6
- CAL PDZ FP-2: -2.1
- SR-BI DiI inh: 32

CCn1cc(CNC(=O)c2cc(Cl)ccc2OC)c(C)n1
- Ecoli viability: 0.0
- AddAB inh: 0.7
- SR-BI uptake up: -3
- CAL PDZ FP-1: -2
- Wnt act: 3
- phage Ecoli inh: 1.0
- MITF TRPM1 HTS: -9
- Tat transport: 2
- CAL PDZ FP-2: nt
- SR-BI DiI inh: 3

CSc1ccc(CN(C)C(=O)C2CCN(C(=O)Nc3ccccc3)CC2)cc1
- Ecoli viability: 0.2
- AddAB inh: 0.4
- SR-BI uptake up: -47
- CAL PDZ FP-1: -4
- Wnt act: 1
- phage Ecoli inh: 3.2
- MITF TRPM1 HTS: -1
- Tat transport: 2
- CAL PDZ FP-2: -1.4
- SR-BI DiI inh: 47

# Going on with the list.
structure	Ecoli viability	AddAB inh	SR-BI uptake up	CAL PDZ FP-1	Wnt act	phage Ecoli inh	MITF TRPM1 HTS	Tat transport	CAL PDZ FP-2	SR-BI DiI inh
C=CCn1c(O)c(C=Nc2ccccc2)sc1=S	-0.7	1.9	-20	-1	7	6.2	45	-12	1.4	20
COC(=O)c1ccc(NC(=O)CSc2nnc(CNc3ccc(F)cc3)n2C)cc1	0.8	1.6	-13	-3	-2	0.8	-3	3	-2.4	13
Clc1ccc(CN2CCC(c3nc4ccc(Cl)cc4[nH]3)CC2)cc1	1.6	1.8	5	-3	nt	3.2	4	2	-4.9	-5
Cc1ccccc1OCC(=O)Nc1ccccc1N1CCCCC1	-0.6	2.6	-19	0	nt	1.7	nt	10	-0.8	19
O=C(COC(=O)C1COc2ccccc2O1)Nc1cccc(Cl)c1 (stereo not drawn)	1.9	3.9	nt	-3	1	-0.1	-3	0	-2.7	-54
CCOc1ccccc1C(=O)Nc1cccc(-c2nnc(-c3ccccc3)o2)c1	0.8	3.2	-31	-3	nt	3.9	nt	-4	-0.1	31
COc1cc(NC(=O)CN2C(=O)c3ccccc3Sc3ccc(C(=O)N4CCOCC4)cc32)cc(OC)c1OC	-1.7	1.1	23	0	1	1.1	6	0	-2.2	-23
CC(=O)N1CC(C)Oc2ccc(S(=O)(=O)NC(CC(=O)O)c3ccccc3)cc21 (stereo not drawn)	-1.3	2.3	17	1	1	2.6	-7	3	-2.7	-17
COc1ccc(N2Cc3ccccc3C2=O)cc1	1.2	2.1	nt	nt	11	6.4	11	3	-0.7	nt
Cc1cc(C(=O)OCC(=O)Nc2nc(-c3ccccc3)cs2)c(C)o1	-0.7	0.0	-5	-7	nt	0.0	71	-3	-1.0	5
Nc1cccc(-c2cc(-c3ccccc3)nc(-c3cccc(N)c3)n2)c1	-1.6	-0.3	-102	0	nt	3.4	1	-8	1.0	102*
COCCNC(=O)c1ccc(NS(C)(=O)=O)cc1	2.6	7.0	-8	-1	nt	0.5	-2	-6	-6.5	8
O=C(O)c1ccc(NC2=Nc3cccc4cccc2c34)cc1	nt	nt	12	-3	14	2.6	39	-7	0.0	-12
O=C(NCc1cn2ccccc2n1)c1ccco1	-1.6	-2.2	38	-12	0	2.7	nt	-8	-0.7	-38
COc1ccc(CCN(C)C(=O)C2CC(=O)N(Cc3ccc(C)cc3)C2)cc1OC (stereo not drawn)	2.8	1.5	16	-4	1	1.1	1	-1	-0.7	-16
COc1ccc([C@H]2[C@H](C(=O)C(C)(C)C)N3N=Cc4ccccc4C3[C@]23N=C(c2ccccc2)OC3=O)cc1 (stereo partly drawn)	2.4	2.9	nt	-3	-2	3.9	nt	3	13	nt
Cn1c(=O)cc(N)n(Cc2ccccc2)c1=O	4.7	2.1	7	1	-6	0.2	-9	6	-0.5	-7
CCN(CC)S(=O)(=O)c1cc(C(=O)Nc2cc(S(=O)(=O)N3CCOCC3)ccc2N2CCCC2)ccc1F	nt	nt	9	25	1	0.4	-7	9	-3.1	-9
CCOC(=O)N1CCC(NC(=O)CCc2c(C)nc3nc(C)nn3c2C)CC1	0.8	-0.3	15	nt	nt	0.9	-13	-9	-1.1	-15
CCCCNC(=O)CC1NCCNC1=O (stereo not drawn)	0.7	-0.5	-2	0	-3	3.0	5	7	-6.0	2
O=C1COc2ccc(C(=O)COC(=O)Cn3cnc4ccccc43)cc2N1	-2.5	0.5	-9	-6	3	2.4	-11	-9	1.2	9
O=C(O)c1cc(-c2ccc(N3CCOCC3)cc2)nn1-c1ccc(F)cc1	-0.4	2.6	29	4	-4	4.3	2	4	-0.5	-29
CCOC(=O)C1CC(c2ccc(Cl)cc2)=NNC1=O (stereo not drawn)	-1.3	-0.7	0	3	-2	2.5	-1	12	-0.9	0
Cc1cccc(NC(=O)CSCC(=O)NCc2cccc(C(F)(F)F)c2)c1	0.8	1.2	-18	0	0	1.9	4	8	-1.5	18
CCOc1ccc(CN2CCC(Cc3ccccc3)CC2)cc1	0.7	5.7	13	nt	-1	-1.3	-13	2	-0.5	-13

# (continued)
structure	Ecoli viability	AddAB inh	SR-BI uptake up	CAL PDZ FP-1	Wnt act	phage Ecoli inh	MITF TRPM1 HTS	Tat transport	CAL PDZ FP-2	SR-BI DiI inh
Cc1cc(-c2nc(-c3ccncc3)no2)ccc1[N+](=O)[O-]	1.7	2.4	39	-2	26	4.0	74	19	0.1	-39
Cc1cc(=O)n2c(-c3ccccc3C)n[nH]c2n1	2.4	-1.4	7	-3	-1	5.2	3	-1	-0.9	-7
Cc1ccccc1CSCCC(=O)NCCC1=CCCCC1	1.2	0.9	-5	-3	nt	-0.4	0	3	0.2	5
NS(=O)(=O)c1ccc(NC(=S)N2CCN(C(=O)C3CCCO3)CC2)cc1 (stereo not drawn)	0.2	3.2	34	-6	nt	nt	-5	-7	-2.2	-34
CCCCN(CC)CCNC(=O)c1cc2c(C)nc3ccccc3c2o1	1.2	-1.9	-10	nt	4	3.4	-1	1	-2.0	10
CC(C)c1nnc(NC(=O)CCC(=O)N2CCN(c3ccccn3)CC2)s1	-1.7	0.3	13	-3	nt	2.0	nt	-1	-0.6	-13
CCCCN1C(C)=CC(=C2C(=O)c3ccccc3C2=O)C=C1C	-0.4	2.4	-7	-4	10	6.1	-11	-1	2.0	7
Cc1ccc2c(c1)c1c3n2CCCN(Cc2ccccc2)C3CCC1 (stereo not drawn)	-2.1	-0.3	-59	nt	-7	1.6	0	-8	-2.2	68
